Bioassay records: PubChem, National Center for Advancing Translational Sciences (NCATS)
Pol iota inh = inhibitors of human DNA polymerase iota; Q9UNA4; Pol iota fluorescent replication assay, 10 min; Potency, µM (top dose mostly 115 µM), inactives show at the top dose activity, negative = inhibition, usual class: inhibitors; 390,000 compounds, 1% hits; AID 588590
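Pol iota at 10 nM preincubated 15 min with compounds at room temperature; reaction started with fluorescent substrate, 50 nM final. Fluorescence read kinetically at 0 and 10 min; buffer-only wells as negative control.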
Pin1 inh = human Pin1 inhibition. Potency, µM (highest dose often 115 µM), for the others: top-dose activity, negative = inhibition, hits mostly inhibitors. Q13526. Pin1 FP peptide displacement, HiFluor488, 10 min. 390,000 compounds, 0.009% hits; active = well fitted inhibition curve with a large enough effect in the polarisation, with a control signal flat, not every such curve was filed as active; inconclusive = small, poorly fitted or top-dose-only effect, or effect the other way, or a change in a side signal; inactive = no such curve, though single readings can be large or run the other way; the % refers to the polarisation; note: % is set by controls: 0 for no effect and ±100 for the full control effect
BAZ2B block = inhibitors of human BAZ2B bromodomain; AlphaScreen BAZ2B-H3K14Ac peptide displacement; Potency, µM (doses to about 114 µM), inactives show top-dose activity change, negative = inhibition, actives largely listed as inhibitors; 360,000 compounds, 4.4% hits; AID 504333; note: % is set by controls: 0 for no effect and ±100 for the full control effect; nearly all actives have a fitted effect of over 60% in size
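BAZ2B (50 nM) with biotin-H3(5-23)K14Ac peptide (50 nM) in PBS pH 7.4, 0.01% Tween-20, preformed 30 min, then compound 30 min at room temperature; top concentration 110uM. AlphaScreen streptavidin donor/nickel chelate acceptor beads (10 ug/mL final), 20 min dark, signal read.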
GLS inh = blocks human kidney-isoform glutaminase activity; 410,000 compounds, 0.21% hits; AID 624170; GLS enzymatic activity, qHTS titration; Potency, µM (titrated, usually from 45.5 µM), for inactives: top-dose activity change, negative = inhibition, most hits filed as inhibitors; O94925; note: % is set by controls: 0 for no effect and ±100 for the full control effect
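Coupled fluorescence readout: glutamate oxidase/HRP/Amplex Red detect glutamate formed by hKGA from L-glutamine (1 mM solution added). Buffer 45 mM KH2PO4 pH 8.2, 0.02% Tween-20; reads at t0 and 30 min RT.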
JMJD2A Tudor inh = inhibitors of human JMJD2A Tudor domain; AID 504339; Potency, µM (top dose mostly 114 µM), for the others: at the highest dose activity change, negative = inhibition, hits mostly inhibitors; O75164; AlphaScreen JMJD2A-Tudor / H3K4me3 peptide binding; 390,000 compounds, 4.4% hits; note: % is set by controls: 0 for no effect and ±100 for the full control effect; nearly all actives have a fitted effect of over 50% in size
Target sequence (O75164 whole entry, looked up, the tested form may be a part): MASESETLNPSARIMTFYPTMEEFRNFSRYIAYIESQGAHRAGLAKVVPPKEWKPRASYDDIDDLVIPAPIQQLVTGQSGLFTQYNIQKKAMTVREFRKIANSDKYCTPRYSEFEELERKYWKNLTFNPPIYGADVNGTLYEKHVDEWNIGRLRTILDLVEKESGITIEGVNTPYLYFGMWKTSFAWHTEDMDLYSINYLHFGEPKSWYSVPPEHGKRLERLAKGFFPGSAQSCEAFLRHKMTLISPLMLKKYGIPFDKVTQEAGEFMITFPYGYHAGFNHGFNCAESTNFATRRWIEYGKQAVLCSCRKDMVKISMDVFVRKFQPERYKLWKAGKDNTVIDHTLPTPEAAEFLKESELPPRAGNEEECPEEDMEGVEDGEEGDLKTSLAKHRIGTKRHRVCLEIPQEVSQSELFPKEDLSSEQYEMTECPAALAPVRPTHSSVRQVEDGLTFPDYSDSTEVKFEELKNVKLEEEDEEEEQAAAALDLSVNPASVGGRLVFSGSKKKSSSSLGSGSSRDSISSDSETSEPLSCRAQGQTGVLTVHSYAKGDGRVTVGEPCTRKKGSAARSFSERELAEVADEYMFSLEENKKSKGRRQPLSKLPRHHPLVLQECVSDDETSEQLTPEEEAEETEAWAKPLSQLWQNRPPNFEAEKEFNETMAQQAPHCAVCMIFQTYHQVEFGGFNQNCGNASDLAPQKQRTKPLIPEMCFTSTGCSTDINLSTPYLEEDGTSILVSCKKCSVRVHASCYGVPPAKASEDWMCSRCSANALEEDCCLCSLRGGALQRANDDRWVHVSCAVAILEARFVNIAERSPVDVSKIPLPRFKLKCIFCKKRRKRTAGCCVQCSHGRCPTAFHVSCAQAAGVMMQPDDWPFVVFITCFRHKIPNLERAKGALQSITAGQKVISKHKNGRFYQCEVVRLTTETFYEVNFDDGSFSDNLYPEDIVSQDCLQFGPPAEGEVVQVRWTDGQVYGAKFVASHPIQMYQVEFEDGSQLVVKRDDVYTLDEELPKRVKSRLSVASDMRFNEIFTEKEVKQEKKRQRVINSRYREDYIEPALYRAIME
G9a inh = G9a (human) methyltransferase inhibition | Q96KQ7 | G9a H3K9 monomethylation, AlphaScreen, 2 h | Potency, µM (highest dose often 102 µM), for inactives: top-dose activity, negative = inhibition, usual class: inhibitors | 350,000 compounds, 8.8% hits | AID 504332; note: % is set by controls: 0 for no effect and ±100 for the full control effect; nearly all actives have a fitted effect of over 75% in size
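AlphaScreen detection with an anti-monomethyl H3K9 antibody quantified product after a 2 h room-temperature reaction containing 500 nM biotinylated H3K9 peptide, 20 µM SAM and 20 nM enzyme, which had been preincubated 15 min with compound.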
BLM inh = inhibitors of human Bloom syndrome helicase BLM; P54132; recombinant BLM DNA unwinding, fluorescence dequenching; Potency, µM (series often up to 56.1 µM), for inactives: at the highest dose activity change, negative = inhibition, hits mostly inhibitors; 350,000 compounds, 0.2% hits;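 note: plate controls were vehicle for no effect and no enzyme for full effect; nearly all actives have a fitted effect of over 35% in size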
PGK inhibitor = inhibitors of T. brucei phosphoglycerate kinase | AID 602233 | Potency, µM (top dose mostly 57.5 µM), for inactives: top-dose activity change, negative = inhibition, hits mostly inhibitors | P07378 | 380,000 compounds, 0.043% hits | PGK/GAPDH coupled, Kinase-Glo luminescence, 60 min; note: % is set by controls: 0 for no effect and ±100 for the full control effect; nearly all actives have a fitted effect of over 60% in size
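Luminescent ATP detection (Kinase-Glo Plus) follows a 60-minute room-temperature incubation, with wells lacking PGK as controls. Buffer: 100 mM TEA (pH 7.6), 5 mM MgCl2, 0.01% Tween-20. Coupling enzyme GAPDH (100 nM final) supplies unstable 1,3-BPG in-well.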
HP1b binding inh = inhibitors of HP1-beta chromodomain binding to methylated histone tails; P83916; AlphaScreen HP1-beta / biotin-H3K9me3 peptide binding; Potency, µM (top dose mostly 114 µM), inactives show at the top dose activity change, negative = inhibition, usual class: inhibitors; 390,000 compounds, 0.56% hits; note: nearly all actives have a fitted effect of over 70% in size; inactives centre near 23
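HP1-beta protein (50 nM final) preincubated 30 min at room temperature with biotinylated H3(1-18)K9me3 peptide (50 nM) in PBS pH 7.4, 0.01% Tween-20, then compound added for 30 min. AlphaScreen streptavidin donor/nickel chelate acceptor beads (10 ug/mL final), 30 min dark, luminescence read.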
* = called active by the depositor; i = inactive; ? = inconclusive; . = not tested or not shown; & = joins results of further samples; [ ] = remark or other dose. Unless noted, calls come from the whole dose curve; as a rule, active = well fitted curve in the direction sought with a large enough effect; inconclusive = small, poorly fitted or top-dose-only effect, or another doubt; inactive = no such curve, though single readings can be large; an effect the other way counts as inactive or inconclusive. Potency is the fitted concentration of half-maximal effect.

SMILES	Pol iota inh	Pin1 inh	BAZ2B block	GLS inh	JMJD2A Tudor inh	G9a inh	BLM inh	PGK inhibitor	HP1b binding inh
CCn1c(C)cc2c(c1=O)C(c1ccc3c(c1)OCO3)C(C#N)=C(N)O2 (stereo not given)	24%	-4%	6%	24%	-6%	-24%[12.7 µM]	-1%	5%	15%
COC(=O)c1cc(C(=O)c2cc(Cl)ccc2O)coc1=N	72%[activator]	7%	.	-2%	-11%	?	-1%	-5%	37%
Cn1cccc1Cc1nnc(SCC(=O)NCCc2ccccc2)n1C	39%[activator]	-2%	-5%	3%	-19%	-42%	-2%	i	5%
Cc1ccc2nc(SCC(=O)NCc3ccco3)c(C)cc2c1	?	4%	-38%	1%	-28%	1%	-4%	14%	10%
COc1ccc(N2CCN(C(=O)CCc3cc(OC)c(OC)c(OC)c3)CC2)cc1	-1%	-6%	-14%	14%	-10%	?	-3%	.	10%
CC(C)Cc1nc2sc3c(=O)[nH]cnc3c2c2c1CCC2	4%	-2%	7%	12%	-2%	14%[59 µM]	-1%	-10%	10%
CC1=C2C3OC(=O)C(C)C3CCC2(C)C=CC1=NO (stereo not given)	45%[activator]	6%	.	0%	-1%	.	.	-12%	9%[57 µM]
CCCS(=O)c1nc(C)cc(C)c1S(C)(=O)=O (stereo not given)	30%[activator]	8%	2%	0%	2%	3%	-1%	4%	9%
Cn1c(=O)c2c(nc(Oc3ccc(F)cc3)n2Cc2ccc(F)cc2)n(C)c1=O	8%	0%	-2%	-6%	-9%	2%[59 µM]	-10%	2%	38%
COc1ccc(C)cc1NC(=O)c1oc2ccc(S(=O)(=O)N(C)C3CCCCC3)cc2c1C	7%	-7%	1%	6%	3%	8%[59 µM]	-2%	-4%	38%[activator]
CC(=O)c1cnc2c(-c3ccccc3)cnn2c1C	46%[activator]	5%	-21%	10%	2%	22%[12.7 µM]	-5%	2%	51%[activator]
CCCCCc1c(C)nc(N2CCOCC2)[nH]c1=O	10%	-1%	-6%	2%	-10%	15%[59 µM]	0%	-1%	12%
O=C(CSc1nnc(C2COc3ccccc3O2)o1)N1CCCC1 (stereo not given)	2%	-1%	-7%	21%	-23%	8.9µM*	-3%	-6%	?
CCOc1ccc(CCNC(=O)c2cc3sccc3n2CC)cc1OCC	23%	?	?	7%&-9%	?	?	-21%&-5%	-4%&-1%	?
CCNC(=O)NC(=O)COC(=O)CCCSc1nc2ccccc2[nH]1	15%	5%	15%	0%	-3%	-10%[59 µM]	-2%	-6%	26%
COc1cc(C(=O)Nc2cccc(C)n2)ccc1OCC(=O)N1CCOCC1	10%	3%	7%	1%	-11%	10%[12.7 µM]	.	7%	27%
COc1ccc(-c2cc(Nc3ccccc3NC(=O)C(F)(F)F)n(CCC#N)n2)cc1	15%	0%	-11%	7%	-26%	41%[59 µM]	-3%	17%	23%
O=C(CCCl)N1c2ccccc2C=Cc2ccccc21	-3%	1%	.	-1%	-12%	.	.	4%	17%
Cc1ccc(N(Cc2cccs2)C(=O)c2ccccc2Cl)cc1	33%[activator]	6%	23%	0%	12%	7%[59 µM]	-5%	8%	46%[activator]
CC(C)(O)C1Cc2cc(/C=C/C(=O)O)c(O)cc2O1 (stereo not given)	?	13%	20µM*	3%	4µM*	2µM*	-5%	i	?
COc1ccccc1N1CCN(C(=O)[C@H](C)NS(=O)(=O)c2ccc3c(c2)OCCCO3)CC1	9%	-4%	.	1%	-9%	.	.	3%	36%
NC(=O)C1CCN(Cc2nc3cc(Cl)ccc3c(=O)[nH]2)CC1	0%	31%[activator]	5%	-2%	-22%	7%[59 µM]	-3%	-4%	2%
CCCC(=O)N1CCCC(C(=O)c2ccc(OC)c(OC)c2)C1 (stereo not given)	39%[activator]	6%	11%	2%	-12%	23%	1%	-9%	25%
CCn1c(=O)cc(OCC(=O)NCC2CCCO2)c2ccccc21 (stereo not given)	4%	-6%	3%	-2%	?	11%	0%	-3%	14%
CCS(=O)(=O)N1CCN(S(=O)(=O)c2ccccc2[N+](=O)[O-])CC1	23%	-3%	?	-4%	3%	-7%	0%	-10%	51%[activator]
O=[N+]([O-])c1cccc(/C=N/NC2CCS(=O)(=O)C2)c1 (stereo not given)	-3%	-1%	-4%	6%	-12%	?	-6%	6%	43%[activator]
CN1CCN(C(=S)c2ccc(-c3cc(Cl)ccc3Cl)o2)CC1	21%	-1%	28µM*	-4%	35µM*	32µM*	1%	i	?
CCOc1ccc(NC(=O)c2cc(SC)ccc2Cl)cc1	19%	-2%	8%	6%	-4%	11%[59 µM]	-3%	i	22%
Cc1ccc(C)c2[nH]c(=O)c(CN(CC3CCCO3)C(=O)NC3CCCCC3)cc12 (stereo not given)	-10%	0%	-4%	1%	-7%	13%[12.7 µM]	-1%	-18%	3%
N#Cc1sc2nc3c(c(-c4ccco4)c2c1N)CCCC3	11%	0%	?	-7%	22%	7%	-4%	4%	78%

Compound profiles, from the list above:
Entry for `CN1CCN(C(=S)c2ccc(-c3cc(Cl)ccc3Cl)o2)CC1` : Pol iota inh: 21%; Pin1 inh: -1%; BAZ2B block: 28µM*; GLS inh: -4%; JMJD2A Tudor inh: 35µM*; G9a inh: 32µM*; BLM inh: 1%; PGK inhibitor: i; HP1b binding inh: ?
Entry for `COC(=O)c1cc(C(=O)c2cc(Cl)ccc2O)coc1=N` : Pol iota inh: 72%[activator]; Pin1 inh: 7%; BAZ2B block: .; GLS inh: -2%; JMJD2A Tudor inh: -11%; G9a inh: ?; BLM inh: -1%; PGK inhibitor: -5%; HP1b binding inh: 37%

Next section.
SMILES	Pol iota inh	Pin1 inh	BAZ2B block	GLS inh	JMJD2A Tudor inh	G9a inh	BLM inh	PGK inhibitor	HP1b binding inh
O=C(NCCc1nc2ccccc2n1Cc1ccc(F)cc1)c1ccco1	-5%	1%	-7%	16%	-16%	-4%[59 µM]	-2%	11%	24%
Cc1c(C(C)(C)O)[nH]c2ccc(C#N)cc12	1%	-2%	-39%	8%	-17%	.	-2%	i	16%
CC(c1ccco1)N(C(=O)c1ccc(C(F)(F)F)cc1)c1ccccn1 (stereo not given)	35%[activator]	-6%	-11%	-5%	-17%	-1%	-1%	-6%	12%
CC(C)c1ccc(S(=O)(=O)Nc2ccc3oc4c(c3c2)C(=O)CC(C)(C)C4)cc1	12%	40%[activator]	12%	-1%	-13%	7%[59 µM]	-7%	7%	24%
Cc1cccc(N(C(=O)CNC(=O)c2cccs2)C(C(=O)NC2CCCC2)c2ccncc2)c1 (stereo not given)	61%[activator]	4%	1%	10%	3%	14%	-5%	-3%	38%
CCOCCCNC(=O)c1ccc(C2SCC(=O)N2Cc2ccccc2)cc1 (stereo not given)	-19%	-6%	-2%	-4%	0%	9%	-5%	-6%	56%[activator]
Cc1ccc(NC(=O)c2ccco2)c(NC(=O)CN2C(=O)c3ccccc3C2=O)c1	1%	18%	4%	13%	-20%	?	-4%	i	16%
NC(=O)c1cc2c3ccccc3ccn2c1-c1ccccc1	-8%	?	32µM*	12%	32µM*	35µM*	-14%	.	?
O=C(O)COc1ccccc1C=NNC(=O)c1ccccc1NS(=O)(=O)c1cccs1	17%	-10%	.	-4%	-11%	.	.	-6%	11%[57 µM]
COc1c(Br)cc2c(C)c(C(=O)O)oc2c1Br	-8%	9%	3%	-7%	?	-15%	1%	-2%	20%
CCc1ccc(NC(=O)COc2coc(CN3CCc4ccccc4C3)cc2=O)cc1	15%	3%	5%	6%	-6%	56µM*	.	-3%	18%
CCn1c(=O)c2sccc2n2c(CCCC(=O)Nc3ccc(C)cc3)nnc12	-4%	-6%	-27%	5%	10%	4%[59 µM]	-7%	-4%	43%[activator]
Cc1ccc(S(=O)(=O)N2CCCCC2)c2nsnc12	168%[activator]	-7%	-15%	?	-14%	0%	-6%	-6%	-26%
CC(C)NC(=O)NNC(=O)c1cc(COc2cc(Cl)cc(Cl)c2)on1	163%[activator]	7%	-3%	-21%	-4%	-4%[59 µM]	-1%	3%	24%
Cc1noc(NS(=O)(=O)c2ccc(NC(=O)CSc3nc4ccccc4s3)cc2)c1C	-24%	-13%	-15%	2%	?	8.9µM*	1%	.	-31%
O=C(NNS(=O)(=O)c1ccc(Cl)cc1)NC1CCCCC1	6%	1%	4%	20%	-13%	48%[59 µM]	-1%	i	33%
C/C=C1\COC(C(=O)NCc2ccncc2)(C(F)(F)F)C=C1C=C1CCCCC1 (stereo not given)	9%&-13%	?	.	4%	-26%&-22%	.	-1%	6%	41%&38%
CCC(=O)NC(c1ccccc1)c1c(OC(C)=O)ccc2ccccc12 (stereo not given)	112%[activator]	-9%	0%	7%	-15%	3%	-6%	-8%	3%
Cc1cc(C)cc(C(=O)NCc2ccc3c(c2)OCO3)c1	35%[activator]	7%	-12%	-11%	-10%	8%	-11%	i	49%[activator]
COc1ccc(Cl)cc1NC(=O)C1CCCN(S(=O)(=O)c2cccc3nonc23)C1 (stereo not given)	96%[activator]	21%	4%	-9%	-7%	-11%[59 µM]	1%	-2%	28%
Cc1ccc2oc(=O)n(CCCOc3ccc(Cl)cc3)c2c1	11%	?	200%[activator]	?	70%[activator]	150%[activator][59 µM]	-5%	-10%	121%[activator]
CCCCN(C(=O)CSCC(=O)Nc1ccc(C)cc1)c1c(N)n(CC(C)C)c(=O)[nH]c1=O	2%	-14%	6%	6%	-7%	-3%[12.7 µM]	.	-3%	7%
CCCNC(=O)CN1C(=O)NC2(CCCc3cc(OC)ccc32)C1=O (stereo not given)	29%	-12%	11%	1%	-7%	28%[12.7 µM]	0%	3%	31%
CC(C)(C)C1CCc2c(sc(NC(=O)c3cc(-c4ccc(F)cc4)on3)c2C#N)C1 (stereo not given)	-10%	3%	1%	9%	-5%	?	-2%	9%	9%
CCCN1CCc2[nH]c(=S)[nH]c(=O)c2C1	-16%	0%	14%	5%	?	32µM*	4%	i	21%
Cc1cccc(N2CCN(C(=O)COCc3cc(-c4ccc5c(c4)OCO5)on3)CC2)c1C	-2%&7%	76%[activator]	-27%&-16%	2%&8%	-11%&-24%	-30%	-6%&-9%	-8%&5%	40%&14%[activator]

A portion of the library; count on the stated rates, not on these rows.
